Source: PubChem BioAssay
TSHR antagonist = antagonists of human thyroid stimulating hormone receptor. P16473. activity change, negative = inhibition, % at 11.5 µM. 330,000 tested, 0.2% active. TSHR-expressing cells, TSH-stimulated cAMP HTRF, 2 h; active compounds read low;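 active = activity change below a set negative limit, meaning inhibition stronger than a set level, cut at about -70% in these data; inconclusive = activity change between two set negative limits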; note: % is set by controls: 0 for no effect and ±100 for the full control effect
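Cell-based HTRF cAMP assay; TSHR cells + compound, TSH EC80 (4nM final), 2 h, 37 deg C. Lysis with anti-cAMP cryptate and cAMP-d2, 30 min RT, read 665/620 nm.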
FBPA coupling cs = inhibits coupling enzyme system, counter-screen for aldolase hits; coupling enzyme system counterscreen, AmpLite Red fluorescence; activity change, negative = inhibition, % at 58.2 µM, hits read low; 290,000 tested, 0.67% active; in the data active = activity change below about -30%; note: % is set by controls: 0 for no effect and ±100 for the full control effect
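Activity here indicates interference with the coupling reaction, not aldolase inhibition. Compounds at 57.5 uM final met coupling enzymes for 10 min at RT; substrate and AmpLite Red detection followed, with a 525/598 nm fluorescence read after 20 min.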
MLL CXXC-DNA inh = MLL CXXC-DNA interaction inhibition; Potency, µM (doses to about 115 µM), inactives show at the top dose activity change, negative = inhibition, hits mostly inhibitors; 290,000 tested, 0.037% active; MLL-CXXC / FITC-HOXA9 DNA fluorescence polarization; active = well fitted inhibition curve with a large enough effect in the polarisation, with a control signal flat, not every such curve was filed as active; inconclusive = small, poorly fitted or top-dose-only effect, or effect the other way, or a change in a side signal; inactive = no such curve, though single readings can be large or run the other way; the % refers to the polarisation; note: potency is the fitted concentration of half-maximal effect
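Purified MLL-CXXC (added from a 7 uM solution) was preincubated 5 min at ambient with pinned compounds in 50 mM Tris-HCl pH 7.5, 50 mM NaCl, 1 mM DTT, 0.05% BSA. Fluorescein-labeled HOX-A9 DNA (50 nM solution) followed, 30 min, then polarization read.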
Tb PFK inh = blocks T. brucei phosphofructokinase; AID 485367; 330,000 tested, 0.17% active; Potency, µM (highest dose often 57.5 µM), for inactives: top-dose activity, negative = inhibition, hits mostly inhibitors; T. brucei PFK, ADP-Glo luminescence; O15648;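 note: potency is the fitted concentration of half-maximal effect; 0% = uninhibited 1x PFK enzyme wells and -100% = no-enzyme wells; nearly all actives have a fitted effect of over 60% in size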
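1.25 nM PFK with 0.5 mM F6P and 0.1 mM ATP in 0.1 M TEA pH 8.0, 5 mM MgCl2, incubated 45 min at room temperature; ADP measured by ADP-Glo luminescence; compounds titrated up to 57 uM.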
TCR activator = activates T cell receptor signaling; primary human leukocytes, anti-CD3, IL-2 HTRF, 48 h; Potency, µM (titrated, usually from 9.22 µM), without a hit: top-dose activation of IL-2 secretion, usual class: activators; 330,000 tested, under 10 active; note: % of control where 0% means no effect
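1) Mix primary human leukocytes, a-CD3 beads and compound. 2) Incubate 48 hr. 3) Add HTRF IL-2 reagents (a-IL-2-K, a-IL-2-d2).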
GALK inhibitor = galactokinase (human) inhibition; P51570; Purified GALK, Kinase-Glo residual ATP luminescence; Potency, µM (series often up to 57.5 µM), for inactives: at the highest dose activity change, negative = inhibition, hits mostly inhibitors; 270,000 tested, 0.007% active; note: potency is the fitted concentration of half-maximal effect; % is set by controls: 0 for no effect and ±100 for the full control effect
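ATP-depletion format; final 35 uM ATP, 100 uM D-galactose, 5 nM enzyme; pH 8.0 HEPES/Mg2+ buffer; 60 min RT; luminescence read 10 min after detection reagent.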
KCNH2 WT inh = blocks the wildtype human KCNH2 potassium channel; Q12809; U2OS, BacMam KCNH2, thallium flux FluxOr; active compounds read low; activity change, % at 1.84 µM; 340,000 tested, 0.37% active; AID 720551;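 active = maximum activity change below -70%; inconclusive = maximum activity change between -70% and -50%; inactive = maximum activity change above -50%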; note: % is set by controls: 0 for no effect and ±100 for the full control effect
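U2OS cells were transduced with wild-type KCNH2 virus (2.03 x 10^8 / mL) for 4 h at room temperature, then cultured overnight at 37 C. Thallium flux was read with FluxOr dye. Rate constants were normalized to DMSO controls.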
AT treatment = candidate therapy for ataxia-telangiectasia | […] A-T fibroblasts, KAP-1 phosphorylation AlphaLISA; neocarzinostatin DNA damage 30 min before lysis | Potency, µM (series often up to 57.5 µM), without a hit: at the highest dose activation, usual class: activators | 320,000 tested, 0.19% active; note: potency is the fitted concentration of half-maximal effect; % of control where 0% means no effect; nearly all actives have a fitted effect of over 45% in size
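hTERT-immortalized A-T patient fibroblasts ([…]), 500 cells/well in OPTI-MEM, 1% FBS, got compounds for 60 min, then NCS for 30 min at 37C. Lysates were then assayed for phospho-KAP-1 by AlphaLISA (anti-pKAP1 donor, anti-KAP1 acceptor beads), 6 hr at 25C.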
Giardia kill = Giardia lamblia killing | 340,000 tested, 0.15% active | AID 540267 | activity change, % at 7.66 µM, hits read low | Giardia lamblia trophozoite viability; in the data active = activity change below about -80%; inconclusive = between about -30% and that limit;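 note: parasites exposed to compound for two days anaerobically before the ATP read; % is set by controls: 0 for no effect and ±100 for the full control effect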
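Giardia trophozoites, 100 cells per well, were exposed to compounds for 48 hrs at 37 deg C under anaerobic conditions; viability was then read as ATP content by bioluminescence after 15-30 min at room temperature.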
BCR signal inh = chronic active BCR signaling inhibition; Potency, µM (top dose mostly 46.1 µM), for inactives: at the top dose ratio change, negative = lower green/red ratio, actives largely listed as inhibitors; 340,000 tested, 0.05% active; ABC-DLBCL IkBa-CBG/CBR reporter, luminescence ratio, 4 h; active = well fitted inhibition curve with a large enough effect in the signal ratio, with a control signal flat, not every such curve was filed as active; inconclusive = small, poorly fitted or top-dose-only effect, or effect the other way, or a change in a side signal; the % refers to the signal ratio;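 note: potency is the fitted concentration of half-maximal effect; plate controls were basal doxycycline-induced cells for no effect and cells given 10 µM MG132 for full effect; MG132 reads +100%, hits lower the ratio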
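Doxycycline induced both beetle luciferases in TMD8 lymphoma cells; IKK-driven degradation limits the IkappaBalpha-fused green signal, while red luminescence normalises for cell number and nonspecific effects. Compounds tested up to 46 uM, 4 hrs.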
Active calls of the source: *; ? = inconclusive; . = no result given; [ ] = dose if it differs, or a comment. Unless noted, calls come from the whole dose curve; as a rule, active = well fitted curve in the direction sought with a large enough effect; inconclusive = small, poorly fitted or top-dose-only effect, or another doubt; inactive = no such curve, though single readings can be large; an effect the other way counts as inactive or inconclusive. Compounds as they come; 1.6% or so of the library scored in one or more.

SMILES	TSHR antagonist	FBPA coupling cs	MLL CXXC-DNA inh	Tb PFK inh	TCR activator	GALK inhibitor	KCNH2 WT inh	AT treatment	Giardia kill	BCR signal inh
COc1ccc(S(=O)(=O)N2CCCC(C(=O)N3CCN(C)CC3)C2)cc1C (configuration not stated)	-7	-2	1%	-2%	2%	4%	-7	8%	0	7%
COc1ccc(/C=C(/NC(=O)c2cccs2)C(=O)NC(C)(C)C)cc1OC	6	0	-3%	0%	.	0%	-6	-16%	25	0%
CCC(=O)Nc1nc2ccc3nc(C)sc3c2s1	-2	1	2%	1%	1%	2%	44	-5%	-1	4%
CCc1ccc(CNC(=O)CCc2cn(C)c3ccccc23)cc1	-3	0	3%	0%	-8%	3%	-7	-5%	-19	-3%
CNC(=O)COC(=O)c1ccc(-c2nc3ccccc3s2)s1	-5	1	4%	0%	-1%	5%	-1	-1%	1	0%
O=C(NCc1ccc(Cl)cc1)c1n[nH]c([N+](=O)[O-])c1Cl	12	-1	-16%	-22%	-1%	1%	.	6%	-21	-15%
O=C(CN1CCN(C2CCCCC2)CC1)Nc1ccc(Br)cc1	1	-1	1%	4%	2%	1%	-22	-2%	9	-2%
C#Cc1ccc([C@H]2C=C(C(=O)N3CCN(Cc4ccc5c(c4)OCO5)CC3)O[C@@H](OCC)[C@@H]2CCCO)cc1	-4	1	1%	1%	-5%	4%	.	-15%	6	?
COc1ccc(C(=O)N(Cc2sccc2C)C2CCS(=O)(=O)C2)cc1 (configuration not stated)	-9	.	4%	1%	-1%	6%	9	7%	-25	0%
CCOc1cc(NS(=O)(=O)c2ccc(OC)cc2)c(OCC)cc1NC(C)=O	9	5	10%	-3%	4%	11%	-8	2%	4	5%
CCOc1ccc(CSC(=N)N)cc1[N+](=O)[O-]	-8	1	30%	-3%	-6%	-3%	40	0%	-5	?
CNCCCNCc1ccc(SC)cc1	-4	3	-5%	1%	.	0%	.	0%	.	-2%
COC(=O)C1=C(C(=O)c2ccc(C)cc2)C(c2ccc(OC)c(OC)c2)n2nnnc2N1 (configuration not stated)	0	12	-1%	3%	1%	1%	-5	.	-5	0%
COc1ccc(CCN2C(=NC(=O)CCC(=O)O)SC3CS(=O)(=O)CC32)cc1OC (configuration not stated)	14	3	-9%	1%	12%	3%	4	-7%	7	-5%
COc1ccccc1-c1nc2cc3ccccc3cc2nc1-c1ccccc1	-2	-25	6%	3%	1%[46.1 µM]	1%	-7	4%	0	0%
CCCCn1nc2cc(C(=O)NCc3ccc(C(F)(F)F)cc3C(F)(F)F)ccc2c1OCC	0	0	6%	0%	-5%	-2%	-19	0%	-1	13%
Cc1cccc(C)c1NC(=O)C1NC(=O)CC1c1ccccc1 (configuration not stated)	-5	2	-5%	-2%	0%	2%	-7	6%	17	?
COc1ccc(-c2cc(-c3ccc(OC)c(OC)c3)n[nH]2)c(O)c1	2	-3	-15%	1%	-2%	2%	6	.	-11	?
Cc1ccc[n+](-c2[nH]c(=O)sc2/C=N/N=C(\[O-])c2cccnc2)c1	-8	-1	18%	-7%	4%	13%	1	2%	49[activator]	21%
CCOC(=O)c1c(S(=O)(=O)NCCc2cccs2)c(C)n(C)c1C	3	.	7%	-12%	2%	6%	-3	-2%	13	3%
O=C(Nc1ccc(S(=O)(=O)N2CCCC2)cc1)c1cc(=O)c2ccccc2o1	-2	-3	?	1%	6%	-1%	-10	2%	2	18%
COc1ccc(C=O)cc1CN1CCCN(Cc2ccc(Cl)cc2)S1(=O)=O	-4	-3	8%	-7%	4%	-3%	14	.	9	-5%
O=C(CCN1CCC(c2ccc(Cl)s2)=N1)c1ccc(Cl)s1	8	3	-12%	0%	3%	.	-18	-1%	21	5%
CCCCN(C(=O)c1ccc(S(=O)(=O)N(C)C)cc1)c1ccccc1	3	0	1%	0%	-4%	-1%	-4	-2%	?	7%
O=C(NCc1cccnc1)c1ccc(Cn2cc(C(F)(F)F)ccc2=O)cc1	3	0	-1%	-6%	0%	0%	-2	-1%	0	2%
COc1ccc(C(C)=O)cc1CSc1ccccn1	-1	3	-4%	1%	-2%	1%	-2	10%	-8	-16%
CN1CCc2c(sc3nc(SCC(=O)NCc4ccco4)n(-c4ccccc4)c(=O)c23)C1	4	0	16%	-6%	2%	1%	28	-3%	-4	14%
O=[N+]([O-])c1ccccc1CNc1ccc(F)c(Cl)c1	-4	2	33%	?	-2%[46.1 µM]	-3%	-9	7%	-5	6%
CC(C)c1ccccc1NC(=O)COC(=O)COc1ccccc1[N+](=O)[O-]	-8	3	0%	-1%	0%	2%	-7	0%	2	-8%
Cc1nc2ccccc2n1-c1nc(-c2ccco2)cc(C(F)(F)F)n1	5	0	-3%	18%	-3%	-1%	-10	-1%	-11	7%
Cn1c(CN2CCCC2)nc2cc(NC(=O)c3ccco3)ccc21	10	-3	11%	-7%	-1%	1%	-7	3%	7	-12%
CN1CCN(C=Nc2nc3ccccc3nc2N2CCCC2)CC1	5	0	?	-7%	6%	2%	-3	-3%	-13	?
Cc1cc2c(cc1C)CSC(c1c(O)ccc3ccccc13)SC2	-6	0	22%	1%	8%	1%	1	0%	-8	?
COc1ccc(CCN(C)Cc2c(O)ccc3cc(Br)ccc23)cc1OC	-1	-3	0%	1%	-5%	0%	0	-3%	8	?
O=C(NCCCN1CCCC1=O)c1cc(-c2ccc3c(c2)OCO3)nc2ccccc12	-8	0	4%	0%	.	7%	2	-1%	4	5%
O=C(N/N=C/c1ccc(-c2ccccc2[N+](=O)[O-])o1)c1cncc(Br)c1	11	-13	11%	21%	1%[46.1 µM]	-4%	-6	0%	-11	-3%
C=CCn1c(CCCNC(=O)CCC)nc2ccccc21	1	3	-8%	1%	-4%[46.1 µM]	-1%	24	-2%	3	-1%
CN1C(C(=O)NCCc2cccs2)CC2Cn3c(nc4cc(Cl)c(Cl)cc43)C21 (configuration not stated)	0	0	4%	-16%	11%	-1%	8	18%	-28	-6%
Cc1ccc2nsnc2c1S(=O)(=O)N(Cc1ccco1)Cc1cc2ccc(C)c(C)c2[nH]c1=O	5	-1	-6%	2%	0%	1%	0	2%	44[activator]	2%
O=C(Nc1ccc(NC(=O)c2cccs2)cc1)c1ccc2ccccc2c1	-11	2	4%	-3%	0%	-2%	-3	-2%	8	?
Cc1cccc(NC(=O)COC(=O)CNC(=O)C2CCCCC2)c1	8	-4	-1%	4%	5%	5%	3	.	0	14%
Cc1nc(NC(=O)COC(=O)/C=C/c2ccco2)c(Cl)cc1Cl	19	.	.	-6%	2%	.	-3	-7%	-24	?
Cc1ccc[n+](CC(=O)c2ccc(Br)cc2)c1C	42	0	-3%	-2%	-1%	7%	3	14%	-1	2%
CCOC(=O)/C(C#N)=C/c1c(N2CCN(c3ccc(OC)cc3)CC2)nc2c(C)cccn2c1=O	-10	-3	-2%	3%	-14%	0%	-1	-8%	5	?
O=C(Nc1ccccc1Br)C1CCN(S(=O)(=O)c2cccs2)CC1	5	.	.	0%	8%	.	-11	16%	6	-2%
O=C(CNCC1CCCO1)Nc1ccc(N2CCCCCC2)cc1 (configuration not stated)	-12	-15	8%	-9%	.	0%	18	-11%	15	3%
CSc1nc2c(c(=O)[nH]c(=O)n2C)n1CCCc1ccccc1	-2	1	5%	-7%	-1%	.	24	-3%	4	-4%
Cc1occc1C(=O)Nc1nnc(C2CCCCC2)s1	-8	-1	4%	0%	.	2%	-27	3%	2	8%
COC(=O)C1=C(C)OC(N)=C(C#N)C1c1c(C)nn(-c2ccccc2)c1Cl (configuration not stated)	70	-7	-6%	-6%	2%	0%	0	-2%	8	?
Cc1ccc(NC(=O)c2ccc(S(=O)(=O)Nc3c(C)n(C)n(-c4ccccc4)c3=O)cc2)nc1	14	.	.	9%	20%	.	6	-5%	-4	-11%

Following part
SMILES	TSHR antagonist	FBPA coupling cs	MLL CXXC-DNA inh	Tb PFK inh	TCR activator	GALK inhibitor	KCNH2 WT inh	AT treatment	Giardia kill	BCR signal inh
C[C@]12c3[nH]c4ccc(Cl)cc4c3CCN1C(=O)[C@@H](CC(=O)NCC13CC4CC(CC(C4)C1)C3)C[C@@H]2C(=O)N1CCCCC1	5	.	.	0%	-1%[46.1 µM]	.	-1	14%	-13	?
CCOC(=O)c1sc2nc(C(C)C)c3c(c2c1N)CCC3	-5	-3	7%	0%	-4%[46.1 µM]	-3%	1	?	-8	10%
Cc1cc(Cl)ccc1NC(=S)N(CCCN1CCOCC1)Cc1cccs1	6	-1	14%	-2%	-3%	1%	-18	3%	25	12%
CN1CCN(C(=O)CCC(=O)O)CC1	8	0	5%	-5%	-4%	1%	-9	-2%	-10	-1%

Single values from above:
For TCR activator, CCOC(=O)c1sc2nc(C(C)C)c3c(c2c1N)CCC3 has the entry -4%[46.1 µM]
For TCR activator, Cc1cc(Cl)ccc1NC(=S)N(CCCN1CCOCC1)Cc1cccs1 has the entry -3%
